HSF1 activator: HSF-1 activators, primary screen, NIH3T3-HGL cells, MG132 stress, luminescence, single point. NIH3T3-HGL HSF-1 luciferase reporter, 8 h; 100% = twice DMSO control signal. activation, % at 9 µM. 1.7% of 300,000 active. AID 504408, 2011;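 active = mean replicate activation of at least 50% with a set share of replicates each reaching 50%; inconclusive = only one of those two conditions met; inactive = mean below 50% and too few replicates reaching it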;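 also: 0% = median of the neutral control wells and 100% = twice that signal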
aSyn UTR inh: MLPCN primary screen, SNCA 5' untranslated region | inhibition, % (tested at 7.5 µM) | alpha-synuclein 5'UTR reporter, inhibitor activity | 0.82% of 300,000 active; in the data active = inhibition above about 60%; inconclusive = no clear call, values can overlap the other calls;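 also: H4 neuroglioblastoma cells stably carrying SNCA 5'UTR luciferase fusion; 0% = DMSO wells and 100% = positive control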
HSP90 refold inh: HSP90 inhibitors, primary screen, cell lysate, luminescence. Heat shock protein HSP 90 (rabbit reticulocyte lysate; luciferase refolding). Rabbit reticulocyte lysate, luciferase refolding luminescence, 3 h. inhibition, % at 5.6 µM. 0.91% of 290,000 active;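 active = inhibition above the screen-wide mean plus 3 SD, computed separately per campaign, cut at about 16% in these data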;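 also: 0% = DMSO wells and 100% = 60 µM geldanamycin wells; inhibitors lower the luminescence because luciferase stays unfolded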
Platelet DG rel: inhibitors of platelet dense granule secretion, primary screen, cell-based, MLPCN, human platelets | AID 1663, 2009 | human platelet-rich plasma, SFLLRN dense granule ATP release, luminescence | inhibition, %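 (compounds screened at 7.5 µM in platelet-rich plasma)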 | 0.22% of 300,000 active;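 active = mean replicate score, as percent of positive control, at or above 50; inconclusive = mean below 50 but at least one replicate at or above 50; inactive = mean and every replicate below 50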
GSK3B inh: human GSK3beta kinase inhibitors, primary screen, biochemical, cell-free homogeneous, HTS; 0.038% of 300,000 active; GST-GSK3beta kinase, ADP-Glo luminescence, 60 min; active compounds read low; activity score (negative = inhibition), % at 10 µM; Glycogen synthase kinase-3 beta (Homo sapiens), P49841;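 active = more than half of replicate wells score below -50%, meaning over 50% inhibition versus plate controls; inconclusive = some replicates but at most half score below -50%; inactive = no replicate scores below -50%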;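 also: 0% = median DMSO wells and -100% = median GW8510 positive control wells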
Target sequence (P49841 whole entry, looked up): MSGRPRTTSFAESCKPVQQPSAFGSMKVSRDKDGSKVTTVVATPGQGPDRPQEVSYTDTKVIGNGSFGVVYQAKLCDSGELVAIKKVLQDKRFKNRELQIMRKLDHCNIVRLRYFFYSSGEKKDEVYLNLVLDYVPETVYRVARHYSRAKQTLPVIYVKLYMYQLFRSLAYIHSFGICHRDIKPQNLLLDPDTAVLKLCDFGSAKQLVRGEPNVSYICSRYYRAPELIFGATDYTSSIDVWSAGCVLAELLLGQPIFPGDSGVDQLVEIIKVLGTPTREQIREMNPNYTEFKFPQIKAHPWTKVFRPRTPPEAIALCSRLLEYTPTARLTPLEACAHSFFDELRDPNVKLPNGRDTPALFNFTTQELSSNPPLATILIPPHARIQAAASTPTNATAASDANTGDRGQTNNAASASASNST
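Test system – GST-tagged human GSK3beta kinase, cell-free · Incubation – 60 min enzyme reaction, room temperature · Signal – ADP-Glo luminescence · Also added – peptide substrate and ATP at 25 µM · Controls – DMSO neutral wells and GW8510 at 20 µM as positive · Buffer or medium – Tris/MgCl2 kinase buffer · Measure – Luminescence-derived activity versus plate DMSO and GW8510 wells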
GSK3 alpha inh: blockers of GSK3A enzyme activity – biochemical, luminescence, cell-free homogeneous, HTS, primary screen; Glycogen synthase kinase-3 alpha (Homo sapiens), P49840; GSK-3 alpha kinase, ADP-Glo luminescence, 60 min; inhibition, % at 10 µM; 0.1% of 320,000 active; AID 2650, 2010;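 in the data active = inhibition above about 50%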;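 also: GST-tagged GSK-3 alpha with peptide substrate and 25 µM ATP; 0% = DMSO neutral wells and 100% = GW8510 positive control wells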
Target sequence (P49840 whole entry, looked up): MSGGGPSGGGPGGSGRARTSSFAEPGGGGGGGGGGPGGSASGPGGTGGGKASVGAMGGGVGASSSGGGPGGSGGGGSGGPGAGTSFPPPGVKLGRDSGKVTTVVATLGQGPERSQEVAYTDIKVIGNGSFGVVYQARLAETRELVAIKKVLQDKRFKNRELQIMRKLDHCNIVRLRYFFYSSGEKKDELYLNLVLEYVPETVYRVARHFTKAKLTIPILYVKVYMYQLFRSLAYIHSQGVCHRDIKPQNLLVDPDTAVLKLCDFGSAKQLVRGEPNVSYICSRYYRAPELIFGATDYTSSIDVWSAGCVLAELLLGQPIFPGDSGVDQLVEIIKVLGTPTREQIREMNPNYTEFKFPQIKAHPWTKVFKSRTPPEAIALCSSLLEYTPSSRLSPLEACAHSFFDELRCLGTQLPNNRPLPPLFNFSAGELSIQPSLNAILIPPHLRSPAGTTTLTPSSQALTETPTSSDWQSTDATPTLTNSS
IEC-6 tox: cytotoxicity in IEC-6 intestinal epithelial cells, primary screen, cytotoxicity control for KLF5 inhibitor project, cell-based, luminescence. 0.78% of 290,000 active. inhibition, % at 5 µM. IEC-6 cytotoxicity, luminescence viability. AID 1825, 2009; in the data active = inhibition above about 22%;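 also: 0% = plate median of test compound wells and 100% = cytotoxic reference compound wells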
KLF5 inh: KLF5 expression inhibitors, primary screen, DLD-1 cells, luminescence; DLD-1 KLF5 promoter-luciferase reporter; inhibition, % at 5 µM; 0.23% of 290,000 active;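 active = inhibition above a per-plate limit of that plate's mean compound inhibition plus 3 SD, cut at about 60% in these data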;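 also: 0% = DMSO wells and 100% = LY294002 at 200 µM; higher means less KLF5 promoter-driven luciferase light; inactives centre near -14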
HSF1 inh: HSF1 inhibitors in luciferase reporter cells, primary screen, cell-based, NIH3T3, luminescence | NIH3T3-HGL HSE-luciferase, MG132-induced, luminescence 8 h; active compounds read low | 0.77% of 300,000 active | activity change, negative = inhibition, % at 7.5 µM (by protocol);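 active = more than half of replicate wells show activity change below -50%, luminescence cut by over half; inconclusive = some wells, but at most half, below -50%; inactive = no replicate well below -50%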;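 also: luciferase reports HSF-1 transcriptional activity via heat shock element; 0% = median of DMSO wells and -100% = zero luminescence signal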
Dyrk1A ADPGlo: rat Dyrk1A kinase inhibitors, primary screen, biochemical, single point, plate reader; Dual specificity tyrosine-phosphorylation-regulated kinase 1A (Rattus norvegicus), Q63470; ADP-Glo luminescence, NFATc1 peptide; inhibition, % at 12.5 µM; 0.43% of 310,000 active; AID 504441, 2011; in the data active = inhibition above about 50%;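 also: plate controls were vehicle with enzyme for no effect and no enzyme for full effect; many of its hits are not listed in these tables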
Numbers without * were called inactive; ? = inconclusive; nt = no result given. A portion of the library; rates above refer to the full screens.

SMILES | HSF1 activator | aSyn UTR inh | HSP90 refold inh | Platelet DG rel | GSK3B inh | GSK3 alpha inh | IEC-6 tox | KLF5 inh | HSF1 inh | Dyrk1A ADPGlo
CCOC(=O)C(C)Sc1nnc(NC(=O)c2ccc(C)c([N+](=O)[O-])c2)s1 (centres undefined) | nt | nt | -9 | nt | nt | -1 | -7 | -15 | nt | -7
N#CC1(c2ccccc2)CCCN1C(=O)c1ccc(Br)cc1 (centres undefined) | 8 | 9 | 5 | 1 | -1 | 2 | 4 | -33 | -5 | 1
CC(=O)c1cccc(NC(=O)CO/N=C2/CCCc3nonc32)c1 | -5 | -5 | 0 | -8 | -3 | -4 | -3 | -8 | -1 | -3
CCOC(=O)N1CCC(N2Cc3cccc(C(=O)Nc4ccc(OC)c(OC)c4)c3C2=O)CC1 | -6 | 4 | 2 | 10 | 0 | -2 | 1 | -20 | -4 | 4
COC(=O)c1ccc(/C=N/NS(=O)(=O)c2cc(C)ccc2C)cc1 | 0 | -37 | 2 | -7 | 1 | -2 | -11 | -36 | -5 | -1
CCOc1ccc(C2=Nn3c(nnc3-c3ccco3)SC2)cc1 | 24 | 23 | 0 | -1 | -3 | -1 | 8 | -61 | -3 | 1
CCOC(=O)N1CCN(c2cc(N(C)CCO)c([N+](=O)[O-])c3nonc23)CC1 | 5 | 10 | 4 | -8 | -24 | nt | -8 | -30 | 0 | 1
CC(Nc1ccc2c(c1)OCCO2)C(=O)N1c2ccccc2CC1C (centres undefined) | -12 | -5 | -1 | -1 | 4 | -1 | 3 | -10 | 4 | 3
CCCN(C(=O)c1cn(-c2ccccc2)nc1-c1ccc(OC)cc1)C1CCS(=O)(=O)C1 (centres undefined) | 3 | 4 | nt | 7 | 2 | nt | nt | nt | 1 | 6
C=CCn1c(SCC(=O)NCCO)nc2sc(C)c(C)c2c1=O | 6 | 9 | -2 | 5 | 0 | -1 | -3 | -63 | 2 | -1
CC(C)N(Cc1nccn1C)C(=O)c1ccc2oc(CCCc3ccccc3)nc2c1 | 2 | 1 | -1 | -7 | 0 | -4 | -3 | -10 | 10 | 4
Cc1c(Cl)cccc1NC(=O)C(=O)NNS(=O)(=O)c1ccc(F)cc1 | 6 | -39 | 0 | 5 | -5 | 0 | 1 | -8 | 1 | 8
CN(CC(O)COCc1ccc2c(c1)OCO2)C1CCCCC1 (centres undefined) | 7 | -18 | -5 | 6 | -1 | -2 | 0 | -29 | 2 | -1
O=C(Nc1ccc(Cl)cc1C(=O)Nc1ccncc1)c1ccco1 | -1 | 29 | 4 | -3 | 0 | 0 | 2 | -17 | -3 | 3
C=CCN(CC=C)C(=O)C1CCC(C(=O)N(CC=C)CC=C)CC1 (centres undefined) | 10 | -12 | -1 | -15 | 4 | -2 | 0 | -23 | 3 | -20

Next section, overlapping the part above by 2 compounds.
SMILES | HSF1 activator | aSyn UTR inh | HSP90 refold inh | Platelet DG rel | GSK3B inh | GSK3 alpha inh | IEC-6 tox | KLF5 inh | HSF1 inh | Dyrk1A ADPGlo
O=C(Nc1ccc(Cl)cc1C(=O)Nc1ccncc1)c1ccco1 | -1 | 29 | 4 | -3 | 0 | 0 | 2 | -17 | -3 | 3
C=CCN(CC=C)C(=O)C1CCC(C(=O)N(CC=C)CC=C)CC1 (centres undefined) | 10 | -12 | -1 | -15 | 4 | -2 | 0 | -23 | 3 | -20
CCN(Cc1ccccc1)C(=O)CCS(=O)(=O)c1ccc2c(c1)CCN2C(C)=O | -12 | 4 | -4 | 1 | 5 | -1 | -6 | -39 | 3 | 2
CC1(c2ccc3c(c2)OCO3)NC(=O)N(CC(=O)NCCC2=CCCCC2)C1=O (centres undefined) | 7 | 9 | 3 | -2 | 1 | -1 | 5 | 4 | -1 | -9
O=C(C1CCC(=O)N(C2CC2)C1)N1CCC(Oc2cccc(F)c2)CC1 (centres undefined) | 45 | -4 | -6 | 0 | -3 | -2 | -2 | -21 | 5 | nt
O=C(Cn1cnc2ccccc2c1=O)NCCC(=O)Nc1ccc(F)cc1 | 1 | -3 | -4 | -2 | -3 | -1 | -7 | -12 | -4 | -7
CCOC(=O)N1CCC(N2CCN(Cc3ccc(F)c(F)c3)C(CCO)C2)CC1 (centres undefined) | -9 | 4 | 2 | 3 | 0 | -2 | 3 | -18 | -12 | 0
O=C(CCc1nc2ccccc2c(=O)[nH]1)NC1CCN(Cc2ccccc2)CC1 | 17 | 19 | -3 | -1 | -3 | 1 | -3 | -22 | 1 | -1
COc1cc(NS(=O)(=O)c2ccc(C)cc2C)cc(OC)c1OC | 4 | 7 | 2 | 7 | 3 | 0 | 2 | -16 | -9 | 1
CC(C)c1cc(C(=O)Nc2cc(Br)ccc2O)no1 | 18 | -291 | -2 | 16 | 2 | -1 | -4 | -110 | 7 | 0
COc1cc(Cl)cc(/C=C/c2ccc3ccccc3n2)c1OC(C)=O | 183* | -127 | -4 | 7 | 0 | 2 | 1 | -46 | 158 | -3
COc1cc(Cl)cc(C(c2c(C(=O)O)[nH]c3ccccc23)c2c(C(=O)O)[nH]c3ccccc23)c1O | 8 | 7 | -6 | -1 | -2 | -5 | -6 | -7 | 2 | 6
Cc1csc(C)[n+]1CC(=O)c1ccccc1 | 23 | -11 | -1 | -2 | 0 | -2 | -2 | -21 | 5 | -8
CCOC(=O)C1(Cc2ccccc2)CCN(Cc2cnn(C(C)C)c2)CC1 | -7 | -13 | -1 | -2 | 2 | 1 | -2 | 1 | 0 | -1
O=C(Nc1cccc(-c2ccc(N3CCOCC3)nn2)c1)c1ccc([N+](=O)[O-])cc1 | 28 | -99 | nt | -4 | 0 | -1 | nt | nt | 3 | -3
Cc1ccc(NC(=O)CNC(=O)COc2ccccc2)nc1 | -1 | 6 | nt | 12 | 2 | -2 | nt | nt | 11 | 4
Cn1nc(C(=O)N2CCN(S(=O)(=O)/C=C/c3ccccc3)CC2)c2ccccc2c1=O | -4 | 9 | -2 | -4 | 3 | 0 | 9 | -17 | 1 | -1
CCOc1ccccc1NC(=O)Nc1ccc(Br)cc1C | 19 | 21 | 2 | 0 | 3 | 0 | -1 | -11 | 6 | -2
CS(=O)(=O)N(Cc1ccccc1)c1ccc(C(=O)NCCSc2ccccn2)cc1 | 0 | 13 | -1 | 1 | -2 | -1 | -3 | -11 | 7 | 1
O=C(CSc1nc(-c2ccc(F)cc2)nc2c1Cc1ccccc1O2)Nc1cccc(C(=O)O)c1 | 9 | -24 | 2 | -6 | 1 | nt | 6 | 5 | 5 | -1
Cc1ccc(S(=O)(=O)NCCOc2cc(C)ccc2C)cc1 | -3 | 4 | 0 | 5 | 4 | -3 | -7 | -39 | 0 | 4
CCOc1ccccc1/C=N/NC(=O)CNC(=O)c1cccs1 | 2 | -1 | 2 | 0 | 1 | -1 | 3 | -9 | -7 | 2
Cc1ncc(CO)c(/C=N/N=C/c2ccccc2O)c1O | -3 | -89 | 4 | 10 | -1 | -4 | 1 | -12 | 0 | 1
COC(=O)C1=C(C)N(CC2CCCO2)C(=O)C1 (centres undefined) | -2 | 14 | -3 | -4 | 3 | -2 | -2 | -18 | -7 | -6
O=C(NC1CC1)C1CCN(C2CCN(C(=O)c3ccc4cccc(F)c4n3)CC2)CC1 | -1 | -13 | -2 | 6 | -1 | -1 | 1 | -23 | -4 | 5
CC(OC(=O)CN1C(=O)c2ccccc2C1=O)C(=O)NCc1ccccc1 (centres undefined) | 1 | 13 | -4 | 0 | 1 | -4 | -4 | -18 | 0 | -7
O=C(Cc1ccc(F)cc1)N1CCN(c2ccc(F)cc2)CC1 | 7 | -12 | 2 | -6 | 1 | 0 | -6 | -33 | 1 | 10
Cc1ccc(C)c(S(=O)(=O)N2CCC3(CC2)OCCN3S(=O)(=O)c2cccs2)c1 | -4 | 7 | nt | -1 | 2 | -2 | nt | nt | 5 | 5
CCNC(=O)CN(c1ccc(C)cc1)S(=O)(=O)c1ccc(SC)cc1 | -5 | 4 | 3 | 3 | 1 | 1 | 1 | -54 | -2 | 1
O=C1Nc2cc(Cl)ccc2Nc2cscc21 | -1 | -5 | nt | -2 | 1 | 7 | nt | nt | 0 | 8
CC(CNS(=O)(=O)c1ccccc1)(c1ccccc1)N1CCOCC1 (centres undefined) | -2 | -4 | -2 | -2 | -2 | -2 | 3 | -4 | 7 | -4
COc1ccc(-c2cc(-c3ccccc3)nc3ncnn23)cc1 | -26 | 12 | 1 | 8 | -2 | 0 | -3 | -1 | -7 | 15
CCCCN1C(=O)Nc2ccccc2S1=O (centres undefined) | -10 | 0 | 2 | 0 | 3 | -1 | -2 | -4 | -1 | 0
O=C(NCC1CCCO1)c1ccc2c(=O)n(Cc3ccc(Cl)cc3)c(=S)[nH]c2c1 (centres undefined) | 19 | 11 | -3 | 5 | nt | -5 | 1 | -13 | 4 | nt
Cc1ccnc(NC(=O)Cn2ccc([N+](=O)[O-])n2)c1 | -3 | 8 | 1 | -5 | -12 | 11 | -1 | -28 | -9 | -2
CC(C)n1cc(CN2CCCC(C(=O)Nc3cccc(-c4cc5ccccc5[nH]4)c3)C2)cn1 (centres undefined) | -4 | ? | 18* | 1 | -2 | 0 | -2 | -49 | 4 | 6
Cn1nc(N)c2c(-c3ccc(Cl)cc3)c(C#N)c(N)nc21 | -8 | 29 | 3 | -11 | 0 | 4 | 5 | -8 | -9 | 24
CCOC(=O)Cc1csc(NC(=O)Cc2ccccc2[N+](=O)[O-])n1 | nt | -48 | 1 | 4 | 3 | -3 | 0 | 2 | nt | -3
Clc1nc(-c2ccccc2)cc(-c2ccccc2)n1 | 40 | -51 | 2 | 10 | -23 | 2 | 2 | -3 | 1 | -4
O=C(O)c1ccc(Cl)c(S(=O)(=O)N2CCC(Cc3ccccc3)CC2)c1 | 9 | -14 | -4 | 6 | nt | -9 | -8 | -4 | -1 | -8
COc1cccc(C(=O)Nc2c3c(nn2-c2ccc([N+](=O)[O-])cc2)CS(=O)(=O)C3)c1 | 1 | 25 | -5 | -7 | -2 | 0 | -7 | 8 | -2 | nt
O=C(NCc1ccco1)C(=S)N1CCCCC1 | 1 | -8 | -1 | 4 | 2 | -1 | 0 | -8 | -8 | -9
C=CCn1c(SCc2nnc(-c3ccccc3)o2)nnc1C(O)c1ccccc1 (centres undefined) | 0 | 29 | 2 | -5 | 2 | 5 | 2 | -10 | 1 | -4

Assay outcomes from PubChem BioAssay.
